DAX1 inh-1 = NR0B1 (DAX1) inhibition | P51843 | HEK293 Gal4-DAX1 luciferase reporter, luminescence | inhibition, % at 6.75 µM | 340,000 compounds, 0.99% hits | AID 504766;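 active means inhibition above the mean over all tested compounds plus 3 SD, cut at about 4.2% in these data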;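 further: 0% = DAX1-transfected cells with DMSO and 100% = empty-vector control cells with DMSO; inhibition shows as a rise in luminescence from relieved DAX1 repression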
Target sequence (P51843 207-470 limits assumed): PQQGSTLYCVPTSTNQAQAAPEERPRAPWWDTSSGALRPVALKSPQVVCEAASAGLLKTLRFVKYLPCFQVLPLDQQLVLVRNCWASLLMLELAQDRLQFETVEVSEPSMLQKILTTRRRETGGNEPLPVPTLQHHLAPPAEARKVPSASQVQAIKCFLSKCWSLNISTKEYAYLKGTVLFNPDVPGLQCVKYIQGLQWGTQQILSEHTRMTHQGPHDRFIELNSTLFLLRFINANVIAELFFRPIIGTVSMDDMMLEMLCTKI
FXN GAA850 act = increases GAA850 frataxin promoter reporter activity. 360,000 compounds, 0.56% hits. activation, % at 6 µM. HEK293 lucGAA850 FXN promoter luciferase reporter, 24 h; percent of 10 µM SAHA response. AID 540364;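 active means activation above the average of all compounds screened plus 3 SD, cutoff fixed separately per campaign, cut at about 7.5% in these data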;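 further: 0% = DMSO wells and 100% = 10 µM SAHA wells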
hcDAF12 agonist = activators of H. contortus DAF-12 nuclear receptor | HEK293 hcDAF-12 lit1-tk-luc reporter, luminescence; 0% DMSO, 100% Δ7-dafachronic acid | activation, % at 6.8 µM | 370,000 compounds, 1.4% hits;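 active means activation above the mean of all tested compounds plus 3 SD, cut at about 5.5% in these data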;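 further: 100% = response to 3 µM Δ7-dafachronic acid high control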
ADAM17 inh = ADAM17 inhibition, QFRET primary screen; AID 720648; inhibition, % at 6.95 µM; 370,000 compounds, 0.83% hits; recombinant ADAM17, EDANS/DABCYL FRET peptide cleavage;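 active means inhibition above the mean of compounds lying between control limits plus 3 SD, set per campaign, cut at about 8.5% in these data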;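 further: 0% = DMSO-only wells as the low control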
Target sequence (P78536 215-824 limits assumed): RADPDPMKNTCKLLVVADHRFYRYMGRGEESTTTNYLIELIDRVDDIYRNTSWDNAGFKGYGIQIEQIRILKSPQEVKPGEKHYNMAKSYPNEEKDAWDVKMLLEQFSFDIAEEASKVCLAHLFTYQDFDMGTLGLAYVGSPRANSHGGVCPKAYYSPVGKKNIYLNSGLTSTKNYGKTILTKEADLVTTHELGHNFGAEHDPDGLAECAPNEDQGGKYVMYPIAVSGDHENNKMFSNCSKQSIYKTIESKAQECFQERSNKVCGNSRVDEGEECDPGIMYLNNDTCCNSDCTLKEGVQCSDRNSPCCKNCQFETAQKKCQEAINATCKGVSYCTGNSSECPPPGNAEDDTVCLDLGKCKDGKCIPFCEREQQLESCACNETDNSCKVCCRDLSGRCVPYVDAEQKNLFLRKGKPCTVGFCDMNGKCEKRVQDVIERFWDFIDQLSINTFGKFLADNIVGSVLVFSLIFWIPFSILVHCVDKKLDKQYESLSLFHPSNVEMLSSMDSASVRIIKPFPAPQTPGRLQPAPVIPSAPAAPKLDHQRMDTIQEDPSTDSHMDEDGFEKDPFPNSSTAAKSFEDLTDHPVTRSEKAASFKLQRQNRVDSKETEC
SMARCA2 activ = increases SMARCA2 function in MMTV reporter cells | MG213 cells, MMTV-luciferase reporter, dexamethasone, overnight | activation, % at 9.1 µM | 370,000 compounds, 1% hits | AID 652017; in the data active means activation above about 7.8%;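 further: 0% = vehicle wells and 100% = reference activator wells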
GC-A act = GC-A (human) enzyme activation; HEK293 GC-A cells, cGMP TR-FRET, EC30 ANP; 0% at EC30 ANP, 100% saturating ANP; activation, % at 10 µM; P16066; 370,000 compounds, 0.14% hits; AID 1671463; in the data active means activation above about 40%
PG9 Ab binder = small molecules binding HIV-1 gp120 antibody PG9; TR-FRET gp120-PG9 antibody binding; inhibition, % at 6.7 µM; 360,000 compounds, 0.43% hits; in the data active means inhibition above about 8.5%
ssDAF-12 act = S. stercoralis DAF-12 activation, primary screen; HEK293 ssDAF-12/GRIP1 lit1-tk-luc reporter, luminescence; % of 3 µM dafachronic acid response; activation, % at 6.8 µM; 370,000 compounds, 1% hits;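 active means activation above the mean over all tested compounds plus 3 SD, cut at about 0.9% in these data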;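 further: 0% = DMSO-only wells and 100% = 3 µM delta7-dafachronic acid wells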
DAX1 inh-2 = inhibitors of DAX1 repression of SF-1 activated StAR promoter | HEK293T StAR-luciferase reporter, SF-1/DAX-1 repression relief | inhibition, % at 6.8 µM | 370,000 compounds, 1.1% hits | AID 652010;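 active means inhibition above the mean over all tested compounds plus 3 SD, cut at about 3.6% in these data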;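 further: 0% = DAX-1 cells with DMSO and 100% = cells lacking DAX-1 with DMSO; higher inhibition means more luminescence from relief of DAX-1 repression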
ADAM10 inh = inhibits human ADAM10 | recombinant ADAM10, EDANS/DABCYL FRET peptide cleavage, 3 h | inhibition, % at 7 µM | 370,000 compounds, 0.62% hits;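 active means inhibition above a per-campaign cutoff equal to the mean of compounds falling between control-based bounds plus 3 SD, cut at about 20% in these data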;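 further: 0% = DMSO wells while the 100% control is not disclosed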
hgDAF-12 ag = hgDAF-12 agonism, primary luciferase screen; HEK293 GAL4-hgDAF12 UAS-luciferase reporter, agonist luminescence; normalized to butyrate control; activation, % at 6.8 µM; 370,000 compounds, 1.8% hits; AID 687014;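 active means activation above a cutoff set at the mean of all screened compounds plus 3 SD, cut at about 10% in these data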;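 further: 0% = DMSO wells and 100% = sodium butyrate wells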
* hit, by the source's call; i = inactive; x = not tested or not shown. Random draw from the library; about 6.8% have a hit in one of these screens.

Each structure is followed by: DAX1 inh-1	hcDAF12 agonist	ADAM17 inh	GC-A act	SMARCA2 activ	DAX1 inh-2	FXN GAA850 act	ADAM10 inh	ssDAF-12 act	hgDAF-12 ag	PG9 Ab binder
COc1nc(Nc2ccccc2)nc(OC)n1
 : 1.3	0.0	-1	6	-1	-0.2	2.0	-3	-0.9	-1.5	-0.1
COC(=O)C1=C(C)N(Cc2ccc(C(F)(F)F)cc2)C(=NCc2cc(OC)c(OC)c(OC)c2)NC1c1cccc(Cl)c1 (stereo not given)
 : x	0.0	-2	-18	-8	0.5	x	-4	-0.7	-0.4	0.0
COc1ccc(C(=O)N2CC(=O)Nc3ccccc32)cc1S(=O)(=O)N1CCCC1
 : 0.1	-2.4	-1	2	-4	0.5	1.1	-8	-1.1	0.2	3.0
Cc1ccc(C(=O)c2nocc2C(=O)c2cccs2)cc1
 : -0.8	0.1	-4	0	-1	-0.1	3.5	-4	0.7	0.5	1.1
Cc1cc(=O)nc2c3ccccc3n(CC(=O)NCCCN3CCCC3=O)n12
 : 1.0	6.0*	-9	0	-1	1.4	0.9	-21	0.0	3.2	-0.1
[O-]/C(=C(\C(=S)NCc1ccccc1)[n+]1ccccc1)c1ccc(Cl)cc1
 : x	-0.3	0	0	1	0.9	1.7	2	-0.9	6.9	-1.5
COc1ccccc1C(=O)O/N=C1/CCCc2c1ccc(OC)c2[N+](=O)[O-]
 : 0.0	2.5	2	x	-2	-0.1	1.6	1	-0.9	1.4	1.0
Cc1ccc(CNC(=O)C2CCC(=O)N(CCCN3CCOCC3)C2)cc1 (stereo not given)
 : 0.7	-2.1	-2	5	-2	-0.4	-0.2	5	-1.1	5.2	1.4
CN(C)CCCn1c(=O)n(CCc2ccccc2)c(=O)c2c3c(sc21)CCCCC3
 : 0.7	-1.1	-3	-5	2	0.5	-0.7	0	-2.1	-1.4	-1.4
CCCC(=O)NCCc1cc2ccc(OC)cc2[nH]c1=O
 : 0.7	-2.1	-8	3	0	0.7	1.6	-26	-1.1	-0.8	0.0
COC(=O)c1cc([N+](=O)[O-])ccc1N1CCN(Cc2ccccc2)CC1
 : -0.3	-2.5	6	-6	-4	-0.2	1.7	12	-2.2	2.1	0.7
COCCCn1ccc(O)c(Cc2ccc(F)cc2)c1=O
 : 0.1	0.3	-2	1	1	0.0	-0.9	-9	-1.0	-3.4	1.8
C[C@H]1CN=C(N(C)C)N1CCC1CCCC1
 : -0.9	-1.0	-6	3	-1	0.8	2.7	0	-1.1	1.2	-2.0
O=C(COC(=O)CCCc1nc2ccccc2s1)Nc1ncc(Cl)cc1Cl
 : -0.7	-1.1	0	1	-2	-0.3	-1.8	-3	-0.9	0.1	-2.5
S=C(NCc1cccnc1)NCc1cccnc1
 : 0.2	0.3	0	2	1	0.0	1.7	-3	-0.8	-3.2	-2.3

Entries of single compounds, looked up by structure. Values in the order: DAX1 inh-1, hcDAF12 agonist, ADAM17 inh, GC-A act, SMARCA2 activ, DAX1 inh-2, FXN GAA850 act, ADAM10 inh, ssDAF-12 act, hgDAF-12 ag, PG9 Ab binder
COC(=O)C1=C(C)N(Cc2ccc(C(F)(F)F)cc2)C(=NCc2cc(OC)c(OC)c(OC)c2)NC1c1cccc(Cl)c1 (stereo not given) across the screens: x, 0.0, -2, -18, -8, 0.5, x, -4, -0.7, -0.4, 0.0
COc1nc(Nc2ccccc2)nc(OC)n1 across the screens: 1.3, 0.0, -1, 6, -1, -0.2, 2.0, -3, -0.9, -1.5, -0.1
COc1ccc(C(=O)N2CC(=O)Nc3ccccc32)cc1S(=O)(=O)N1CCCC1 across the screens: 0.1, -2.4, -1, 2, -4, 0.5, 1.1, -8, -1.1, 0.2, 3.0

Carrying on.
Each structure is followed by: DAX1 inh-1	hcDAF12 agonist	ADAM17 inh	GC-A act	SMARCA2 activ	DAX1 inh-2	FXN GAA850 act	ADAM10 inh	ssDAF-12 act	hgDAF-12 ag	PG9 Ab binder
COc1cc2c(cc1OC)/C(=C/c1ccc(Br)cc1)C(=O)OC2
 : -0.8	-4.1	2	-1	0	-0.8	4.8	0	-2.1	-5.0	0.7
Cc1csc(C)[n+]1CC(=O)c1ccccc1
 : 0.2	-1.3	-1	0	-2	0.2	-0.6	2	-1.0	1.9	0.3
O=C(NCC(=O)N(c1ccc(F)cc1)C(C(=O)NC1CCCC1)c1cccnc1)c1ccco1 (stereo not given)
 : -0.4	-1.7	0	-4	1	0.0	0.9	7	-0.4	-2.9	-1.0
COC(CNC(=O)[C@H](Cc1ccccc1)NC1(C(=O)NC2CCCCC2)CCC1)OC
 : x	-0.1	-3	-4	x	x	x	-4	-1.1	2.5	x
CCOc1ccc(NC(=O)CN2CCN(C(=O)C3CCCO3)CC2)cc1 (stereo not given)
 : -0.7	-1.2	-3	0	4	-0.2	1.2	-2	-0.8	2.7	-0.6
COc1ccc(CNC(=O)c2sc(=O)n(Cc3ccc(C)cc3)c2C)cc1OC
 : x	-2.6	3	3	-2	-2.5	0.0	-5	-1.4	1.0	-1.0
COc1ccc(N2CCN(S(=O)(=O)c3cc(Br)cnc3N)CC2)cc1
 : 0.3	1.3	-5	-1	0	-0.4	0.3	3	-1.6	-0.7	4.3
O=C(COc1ccccc1)NNc1nc2ccccc2s1
 : 6.5*	-3.2	-3	3	-7	-1.6	-4.0	-2	-2.1	-9.3	-0.7
CC1CCc2sc3ncnc(N4CCN(CCO)CC4)c3c2C1 (stereo not given)
 : -0.2	-1.3	-2	1	1	-0.1	3.9	-11	-1.4	-0.4	-2.3
CCn1cc(C(=O)N2CCc3ccccc32)c(=O)c2cc(S(=O)(=O)N3CC(C)CC(C)C3)ccc21 (stereo not given)
 : 0.6	1.6	-1	5	3	-0.4	-0.4	-1	-0.8	1.3	-3.0
O=C(CCCNC(=O)c1ccc(Cl)cc1)Nc1cccc(F)c1
 : -0.4	-1.5	-2	0	-2	-0.3	0.6	5	-1.5	2.0	0.0
O=C(CN1CCN(S(=O)(=O)c2ccc3ccccc3c2)CC1)Nc1ccc(N2CCOCC2)cc1
 : -0.5	1.0	0	0	0	-0.5	0.4	6	-1.2	-0.1	-2.5
Cc1cc(C(=O)COc2ccc(F)cc2Br)c(C)n1C
 : -0.5	1.4	-6	2	4	0.4	4.8	9	-1.1	4.3	1.4
COc1ccc(CCNC(=O)c2cc3c(=O)n4ccccc4nc3n(Cc3ccco3)c2=N)cc1OC
 : -0.4	-0.3	-5	5	1	-0.2	-1.1	-29	-1.0	1.4	-0.9
C=CCn1c(SCC(=O)N2CCOCC2)nc2ccccc2c1=O
 : 0.5	-0.5	-2	3	-2	0.7	-1.4	-3	-1.5	2.0	-2.8
CCCc1cc(=O)oc2cc(Oc3ncccn3)ccc12
 : -1.5	0.0	-57	2	-1	-0.2	1.3	-221	-0.9	2.4	1.4
COc1ccc(S(=O)(=O)N2CCCCCC2)cc1C(=O)NCCc1ccc(F)cc1
 : -0.5	-2.1	2	1	0	-0.4	0.6	2	-1.3	-4.9	-2.1
O=C(N/N=C/C=C\c1ccccc1[N+](=O)[O-])c1cc(-c2ccc3ccccc3c2)n[nH]1
 : 2.9	3.9	0	-3	3	1.8	3.0	1	0.1	4.0	-1.2
O=c1c(-c2ccc(Cl)cc2)coc2c(CN3CCCCC3)c(O)ccc12
 : 0.6	1.2	-178	8	0	-0.2	1.6	i	-0.6	-0.2	0.5
O=C(N/N=C\c1cccc(Cl)c1)c1ccc(Cn2cc(Br)c([N+](=O)[O-])n2)o1
 : -0.6	0.1	-1	7	-1	-0.9	2.6	6	-1.9	-0.9	-2.1
CC(=O)c1ccc(OCc2cn(CC(=O)c3ccc(O)cc3)nn2)cc1
 : 0.2	0.3	3	1	-2	1.2	0.0	-9	-1.3	2.7	-2.1
C=CCn1c(=O)c2c(nc(-n3nc(C)cc3C)n2C)n(C)c1=O
 : -1.5	-0.1	-4	-1	-1	0.0	1.9	-1	-1.2	-3.3	-2.1
COc1ccc(CCNC(=O)COc2ccc(S(=O)(=O)N3CCOCC3)cc2)cc1
 : 1.2	-0.9	1	0	-2	0.0	-0.5	-2	-0.9	-1.7	0.0
Cc1nc2ccccc2n1CCOc1ccc(F)cc1
 : -1.0	-2.7	5	1	-2	-0.3	2.2	8	-1.5	-0.9	0.9
COc1ccccc1CC(=O)NNS(=O)(=O)c1cccc([N+](=O)[O-])c1
 : -0.4	-1.3	-3	2	-3	0.3	0.5	2	-1.2	-2.6	2.4
COc1ccc(N/C=C(\C#N)S(=O)(=O)c2ccc(OC)cc2)cc1
 : -1.7	-1.9	5	-15	0	-0.1	-1.1	6	-1.2	0.8	-1.2
COc1cc(/C=C/C(=O)OCC(=O)Nc2c(C)n(C)n(-c3ccccc3)c2=O)ccc1OCC#N
 : -0.7	-0.4	-16	-2	0	0.2	-1.1	-51	-1.4	-1.9	3.4
O=C(O)CN1C(=O)C2C3CC(C2C1=O)C1C(c2ccc(F)cc2)c2sc(=O)[nH]c2SC31 (stereo not given)
 : 1.1	0.4	-4	-1	-1	0.0	0.2	-8	-2.0	0.3	-1.4
S=c1nc(-c2ccccc2)c(-c2ccccc2)n[nH]1
 : 1.3	-0.5	0	1	1	-0.2	0.1	5	-1.3	2.6	0.3
O=C(NC(=S)N1CCCc2ccccc21)c1ccc(Br)cc1
 : 0.4	5.9*	-5	4	3	0.0	3.7	-3	-1.0	3.4	-2.0
COc1cccc(NC(=O)C(=O)NCCc2ccc(F)cc2)c1
 : 2.1	0.8	1	0	3	0.7	2.0	2	-0.5	6.6	0.1
CCn1c(SCc2ccc(Cl)c(Cl)c2)nnc1C(C)NC(=O)c1ccc(OC)cc1 (stereo not given)
 : -1.7	1.6	1	-39	-1	0.1	-3.2	0	-0.2	0.0	-3.8
CC(=O)c1ccc(NC(=O)Nc2ccc(Br)cc2C)cc1
 : -0.4	-0.5	-4	x	-3	-0.6	0.8	-7	-1.4	-0.7	6.9
COc1ccc(C(=O)N2CCN(c3ccc(NC(=O)c4cccnc4)cc3)CC2)cc1
 : -0.2	-2.1	-2	-1	-5	-1.1	-3.6	-2	-0.6	1.3	-2.5
CCOC(=O)[C@H]1[C@H]2COc3ccc(C)cc3[C@@H]2N2C(=O)c3cc(F)ccc3NC(=O)[C@@]12C
 : 1.1	-0.5	1	1	2	0.1	-3.5	15	-1.7	-2.7	-2.0
N#Cc1ccccc1Sc1ccccc1C(=O)OCc1nnc(-c2ccccc2)o1
 : 0.2	-1.1	6	-6	-4	-0.2	-0.3	7	-0.9	-0.8	2.4
O=C(NCCc1ccccc1)c1ccc2nc3cc(Cl)ccc3c(=O)n2c1
 : 1.3	2.5	-14	7	-2	0.0	0.1	-25	-0.9	0.2	-1.8
CCOC(=O)c1cnc(-n2nc(C)cc2C)nc1N1CCOCC1
 : -0.2	-1.0	2	2	0	0.2	2.3	-1	-1.4	-2.3	-1.0
CCOC(=O)N1CCN(c2cc(N(C)CCO)c([N+](=O)[O-])c3nonc23)CC1
 : -1.4	-0.3	5	-1	-1	-0.2	-0.7	9	-1.9	-1.6	-2.7
CCCNC(=O)C1(C)CCCN(C(=O)CN2C(=O)c3ccccc3C2=O)C1 (stereo not given)
 : x	-0.2	-4	1	-3	-0.6	0.8	-12	-1.4	-0.1	0.7

Source: PubChem (several laboratories)
